Assay outcomes deposited in PubChem BioAssay by several laboratories.
GC-B act – GC-B (human) receptor activation. HEK293-GC-B cells, CNP EC30, cGMP TR-FRET; 0% at EC30 CNP, 100% saturating CNP. P20594. actives 0.11% (n = 370,000). activation, % at 10 µM;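 active = activation at 10 µM reaching about 35% in either raw or pattern-adjusted values, limit read from the data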
hgDAF-12 ag – activates the H. glycines DAF-12 receptor ligand-binding domain. HEK293 GAL4-hgDAF12 UAS-luciferase reporter, agonist luminescence; normalized to butyrate control. activation, % at 6.8 µM. actives 1.8% (n = 370,000). AID 687014;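 active = activation above a cutoff set at the mean of all screened compounds plus 3 SD, cut at about 10% in these data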;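 note: 0% = DMSO wells and 100% = sodium butyrate wells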
NPR1 activator – GC-A (human) enzyme activation; activation, % at 10 µM; actives 0.14% (n = 370,000); HEK293 GC-A cells, cGMP TR-FRET, EC30 ANP; 0% at EC30 ANP, 100% saturating ANP; AID 1671463; P16066; in the data active = activation above about 40%
Target sequence (P16066 whole entry, looked up): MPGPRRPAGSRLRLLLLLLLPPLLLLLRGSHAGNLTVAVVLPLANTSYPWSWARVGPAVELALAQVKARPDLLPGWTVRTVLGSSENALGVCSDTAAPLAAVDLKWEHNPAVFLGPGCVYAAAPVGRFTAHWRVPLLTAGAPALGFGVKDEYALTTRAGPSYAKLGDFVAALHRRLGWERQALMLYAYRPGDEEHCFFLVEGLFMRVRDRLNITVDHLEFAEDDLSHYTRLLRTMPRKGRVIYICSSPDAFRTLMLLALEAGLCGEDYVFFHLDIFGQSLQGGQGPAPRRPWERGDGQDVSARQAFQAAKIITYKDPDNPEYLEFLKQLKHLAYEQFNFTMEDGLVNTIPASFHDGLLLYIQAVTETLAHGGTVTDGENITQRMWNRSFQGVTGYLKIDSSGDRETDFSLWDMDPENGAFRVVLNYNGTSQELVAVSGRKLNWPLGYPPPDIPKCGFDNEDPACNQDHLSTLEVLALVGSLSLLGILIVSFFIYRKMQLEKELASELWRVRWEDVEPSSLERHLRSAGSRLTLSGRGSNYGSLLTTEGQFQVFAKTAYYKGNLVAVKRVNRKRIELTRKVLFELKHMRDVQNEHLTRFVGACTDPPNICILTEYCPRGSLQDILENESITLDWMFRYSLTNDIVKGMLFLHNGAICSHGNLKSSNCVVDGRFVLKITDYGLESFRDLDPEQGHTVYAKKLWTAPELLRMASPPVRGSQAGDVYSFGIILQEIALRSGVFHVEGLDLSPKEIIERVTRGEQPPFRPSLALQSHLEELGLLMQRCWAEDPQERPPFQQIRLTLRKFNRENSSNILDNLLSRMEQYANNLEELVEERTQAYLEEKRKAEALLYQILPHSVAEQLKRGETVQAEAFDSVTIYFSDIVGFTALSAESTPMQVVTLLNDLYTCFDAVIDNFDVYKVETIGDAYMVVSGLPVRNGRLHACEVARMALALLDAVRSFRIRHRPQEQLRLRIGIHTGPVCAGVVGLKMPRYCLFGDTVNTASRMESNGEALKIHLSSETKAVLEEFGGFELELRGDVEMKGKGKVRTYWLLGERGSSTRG
FXN GAA850 act – frataxin GAA850 promoter activation. actives 0.56% (n = 360,000). AID 540364. activation, % at 6 µM. HEK293 lucGAA850 FXN promoter luciferase reporter, 24 h; percent of 10 µM SAHA response;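 active = activation above the average of all compounds screened plus 3 SD, cutoff fixed separately per campaign, cut at about 7.5% in these data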;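 note: 0% = DMSO wells and 100% = 10 µM SAHA wells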
DAX1 inh-1 – blocks DAX1 repression of SF-1 activated StAR promoter. HEK293T StAR-luciferase reporter, SF-1/DAX-1 repression relief. inhibition, % at 6.8 µM. actives 1.1% (n = 370,000). AID 652010;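 active = inhibition above the mean over all tested compounds plus 3 SD, cut at about 3.6% in these data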;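 note: 0% = DAX-1 cells with DMSO and 100% = cells lacking DAX-1 with DMSO; higher inhibition means more luminescence from relief of DAX-1 repression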
ssDAF12 agonist – S. stercoralis DAF-12 activation, primary screen | HEK293 ssDAF-12/GRIP1 lit1-tk-luc reporter, luminescence; % of 3 µM dafachronic acid response | activation, % at 6.8 µM | actives 1% (n = 370,000);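 active = activation above the mean over all tested compounds plus 3 SD, cut at about 0.9% in these data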;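 note: 0% = DMSO-only wells and 100% = 3 µM delta7-dafachronic acid wells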
DAX1 inh-2 – inhibitors of human orphan nuclear receptor DAX1 (NR0B1) | inhibition, % at 6.75 µM | AID 504766 | actives 0.99% (n = 340,000) | HEK293 Gal4-DAX1 luciferase reporter, luminescence | P51843;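 active = inhibition above the mean over all tested compounds plus 3 SD, cut at about 4.2% in these data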;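 note: 0% = DAX1-transfected cells with DMSO and 100% = empty-vector control cells with DMSO; inhibition shows as a rise in luminescence from relieved DAX1 repression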
SMARCA2 act – increases SMARCA2 function in MMTV reporter cells; MG213 cells, MMTV-luciferase reporter, dexamethasone, overnight; activation, % at 9.1 µM; actives 1% (n = 370,000); in the data active = activation above about 7.8%;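 note: 0% = vehicle wells and 100% = reference activator wells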
sPLA2-III inh – Blocks human group III sPLA2 activity; actives 0.56% (n = 370,000); QFRET BODIPY PC-A2 liposome hydrolysis, fluorescence; Q9NZ20; inhibition, % at 12.2 µM;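 active = inhibition above mean plus 3 SD of compounds lying within the high and low control bounds, cut at about 19% in these data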;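 note: 0% = median of test compound wells and 100% = no enzyme DMSO wells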
hcDAF12 agonist – H. contortus DAF-12 activation, primary screen. HEK293 hcDAF-12 lit1-tk-luc reporter, luminescence; 0% DMSO, 100% Δ7-dafachronic acid. activation, % at 6.8 µM. actives 1.4% (n = 370,000);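 active = activation above the mean of all tested compounds plus 3 SD, cut at about 5.5% in these data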;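 note: 100% = response to 3 µM Δ7-dafachronic acid high control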
ADAM10 inh – ADAM10 inhibition, QFRET primary screen; inhibition, % at 7 µM; O14672; recombinant ADAM10, EDANS/DABCYL FRET peptide cleavage, 3 h; actives 0.62% (n = 370,000);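 active = inhibition above a per-campaign cutoff equal to the mean of compounds falling between control-based bounds plus 3 SD, cut at about 20% in these data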;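 note: 0% = DMSO wells while the 100% control is not disclosed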
* marks the source's active call; other numbers are inactive results; i = inactive; / = not tested or not shown.

Every second line gives: GC-B act | hgDAF-12 ag | NPR1 activator | FXN GAA850 act | DAX1 inh-1 | ssDAF12 agonist | DAX1 inh-2 | SMARCA2 act | sPLA2-III inh | hcDAF12 agonist | ADAM10 inh
Cc1ccc(Cl)c(N/C=C/C(=O)c2ccccc2)c1
  -10 | 15* | 1 | 5.6 | 2.7 | 2.9* | 3.0 | 7 | -19 | 13* | -1
Cc1cc(O)c(C(C)C)cc1NC(=O)Nc1cc(Cl)ccc1Cl
  -1 | -1.3 | -2 | -0.2 | -0.3 | 0.0 | -0.4 | 5 | -1 | 3.4 | 12
O=C(CNC(=O)C1CCCCC1)NCCCO
  3 | 1.0 | 7 | -1.1 | 0.2 | -0.5 | -1.2 | -1 | 3 | -0.1 | 6
O=C(Nc1cccc([N+](=O)[O-])c1)C1C2CCCCC21 (stereo not given)
  3 | 1.4 | 4 | -0.1 | -0.1 | -1.2 | -0.2 | -3 | -1 | 1.8 | 4
CC(C)(C)C1CCc2onc(C(=O)NC3CCCC3)c2C1 (stereo not given)
  0 | -0.8 | -5 | 0.8 | -0.2 | -1.5 | 1.3 | 1 | 3 | -1.9 | 2
CC(C)(C)c1ccc(C(=O)Nc2cccnc2)cc1
  0 | 16* | -8 | 4.2 | 2.1 | 1.5* | 1.8 | 5 | 2 | 5.9* | 0
CCOc1ccc(S(=O)(=O)NCCC(=O)NCCCSc2ccccc2)cc1
  5 | 1.2 | -4 | 1.8 | -0.2 | -1.0 | -0.6 | -1 | -19 | -2.6 | -7
CC1CCN(C(=O)C(=O)c2cn(CC(=O)N3CCCC3)c3ccccc23)CC1
  3 | -0.1 | 1 | 0.9 | 1.5 | -0.6 | -0.1 | 1 | 3 | 3.5 | -7
Cc1nccn1Cc1ccccc1
  8 | 0.5 | 2 | -2.7 | 1.0 | -0.4 | -1.1 | -7 | 7 | -0.8 | 3
Cc1cc(C)nc(NNC2=CC(=O)CC(C)(C)C2)n1
  1 | -1.3 | -2 | -0.4 | -0.9 | -1.6 | -0.8 | 0 | 0 | 0.8 | -10
O=c1ncccn1C1OC(CO)C(O)C1O (stereo not given)
  -2 | -2.7 | 7 | / | 0.8 | -1.2 | / | -3 | 6 | -1.8 | 0
O=C(CCN1C(=O)c2ccccc2C1=O)NCCN1CCOCC1
  8 | -2.1 | 2 | -3.1 | -0.5 | -1.1 | 2.5 | -2 | 7 | -1.6 | -7
FC(F)(F)c1cccc(Cc2noc(CN3CCSCC3)n2)c1
  0 | 2.7 | -1 | 2.4 | -0.2 | -1.4 | 0.2 | 2 | -3 | -1.3 | 2
O=C(c1ccccc1)n1c(=O)c(F)cn(COCCBr)c1=O
  4 | -1.4 | 3 | -0.8 | -1.1 | -0.8 | 1.2 | -2 | 11 | -2.1 | -2
Cc1oncc1C(=O)Nc1ccc2ccccc2c1
  -2 | 8.9 | -1 | 1.2 | 3.8* | 0.0 | 0.0 | 9.1* | -3 | 3.1 | -2
C[C@H](O)[C@@H]1C(=O)N2CCc3c([nH]c4cccc(-c5ccccc5)c34)[C@@H]2C[C@@H]1N(C)C(=O)C1CCCCC1
  -1 | 0.8 | -5 | / | -0.1 | -0.2 | / | 0 | -8 | -0.7 | -45
CN(CC(=O)Nc1ccc(Cl)cc1)C(=O)Cn1[nH]c(=O)c2ccccc2c1=O
  0 | 7.5 | 0 | 2.2 | 2.0 | -0.6 | 0.9 | -3 | 0 | 1.3 | 6
O=C(NCCN1CCOCC1)c1cc2c(=O)n3ccccc3nc2n1Cc1ccccc1
  12 | 1.8 | 14 | 4.5 | 0.0 | -1.5 | 0.8 | -4 | -1 | -1.2 | i
COc1ccc(C2(CNC(=O)/C=C/c3ccco3)CCCC2)cc1OC
  4 | -1.1 | 2 | 1.9 | -0.4 | -0.9 | -0.3 | 1 | -7 | 0.5 | 2
COc1cc2c(cc1OC)CN(C(=O)CSc1nc(C)cc(C)c1C#N)CC2
  -2 | 0.0 | 0 | 1.1 | -1.2 | -1.8 | -1.4 | -3 | 7 | -1.3 | -51
C=CCN1C(=O)c2ccc(C(=O)N(CC)CC(=O)Nc3cc(Cl)ccc3C)cc2C1=O
  2 | -0.8 | -2 | -0.7 | -1.2 | -1.0 | -0.1 | -1 | 7 | -1.7 | -1
CCOc1ccccc1Nc1ccnc2cc(Cl)ccc12
  -8 | -2.5 | -10 | -0.5 | 0.1 | -2.2 | 0.2 | -4 | -4 | -1.8 | -14
O=C(COc1cccc(C(F)(F)F)c1)Nc1ccc2[nH]ncc2c1
  -2 | -2.0 | 0 | -2.3 | -0.1 | -1.8 | 0.6 | -4 | -3 | -1.2 | 3
Cc1sc2nc(CSCC(=O)Nc3ccc(N4CCOCC4)cc3)[nH]c(=O)c2c1C
  -4 | 6.0 | -2 | 1.0 | -0.3 | -0.2 | 1.5 | 1 | -1 | 0.2 | -10
COc1ccc(NC(=O)NNC(=O)COc2ccc(Cl)cc2C)cc1OC
  -1 | 0.9 | 2 | -0.6 | -0.2 | -1.6 | -0.1 | 0 | -24 | 0.2 | 7
CCc1ccc(C(=O)Nc2ccc3c(c2)n(C)c(=O)n3C)cc1
  -7 | 2.4 | 3 | 2.0 | -0.2 | -0.7 | 5.9* | 0 | 2 | -0.5 | 8
COc1ccc(OCC(=O)NNC(=S)NC(=O)c2ccc(Br)o2)cc1
  2 | 3.3 | 0 | -0.1 | -1.6 | -1.1 | 0.7 | 3 | 8 | 1.0 | 0
CCN(CC(=O)Nc1c(F)cccc1F)C(=O)CC1CCCC1
  4 | -1.0 | 2 | -0.2 | 0.5 | -0.6 | -1.8 | -1 | -1 | -0.6 | -6
CCOc1ccc(N2C(=O)CC(Sc3nc(C)cc(C)c3C#N)C2=O)cc1 (stereo not given)
  2 | 1.0 | 2 | -1.8 | -0.5 | -1.3 | 0.1 | 0 | -14 | -1.6 | 0
COc1ccccc1CCNS(=O)(=O)c1cc2c3c(c1)C(C)C(=O)N3CCC2 (stereo not given)
  2 | -1.6 | 0 | 0.0 | -1.2 | -1.7 | 1.2 | -2 | -39 | -1.9 | -4
COc1ccc(-n2c(Cc3cccn3C)nnc2SCC(=O)NCc2ccco2)cc1
  -3 | 2.5 | 1 | -0.4 | 0.4 | -1.5 | 0.7 | -1 | 1 | -1.7 | -18
CC(=O)Nc1ccc(N2S(=O)(=O)c3ccccc3S2(=O)=O)cc1
  3 | -2.9 | 3 | 0.2 | -0.2 | -1.9 | -0.9 | -3 | 5 | -1.9 | 2
CCCCCC(=O)N1C[C@H](n2cc(C3CC3)nn2)[C@@H](O)C[C@@H]1c1ccccc1
  2 | -3.5 | 0 | 0.7 | 0.8 | -0.7 | 2.4 | -5 | 7 | -0.4 | -5
O=C(COC(=O)c1cccnc1Nc1cccc(C(F)(F)F)c1)NCc1ccc2c(c1)OCO2
  -9 | 1.1 | 4 | 0.7 | 0.0 | -0.4 | -0.1 | -1 | -2 | -1.5 | -4
COC(=O)CN(C#N)c1nc(C)cc(C)n1
  7 | 0.9 | 0 | -1.8 | -1.1 | -1.5 | 1.2 | 0 | 0 | -0.6 | 7
CCOC(=O)N1CCN(CC(=O)Nc2ccc(F)cc2)CC1
  0 | 2.7 | 5 | 2.6 | -0.2 | -1.0 | 3.6 | 4 | 0 | 0.3 | 0
Cc1cc(C(=O)CN2C(=O)NC3(CCCC3)C2=O)c(C)n1-c1ccc2c(c1)OCO2
  -2 | 1.5 | 5 | 1.3 | -0.8 | -0.1 | 0.2 | 9.4* | -5 | 2.0 | -9
OC1(C(F)(F)F)CC(O)(C(F)(F)F)n2nc(-c3ccccc3)cc2N1 (stereo not given)
  4 | 0.1 | -2 | -0.5 | -0.2 | -0.4 | -0.3 | -2 | -5 | -0.9 | -1
CNC(=O)c1nc[nH]c1C(=O)NC
  7 | 1.5 | 2 | -1.0 | 0.6 | -0.8 | 0.7 | -2 | 0 | -0.9 | 8
CCOC(=O)CCP(=O)(O)C(C)(O)c1ccccc1 (stereo not given)
  4 | 1.6 | 0 | 1.4 | 1.0 | -1.1 | 0.3 | 6 | 3 | -2.0 | 11
O=C(COc1ccc(Cl)cc1)NNC(=O)c1ccccn1
  3 | 2.9 | 1 | -0.1 | -0.7 | -1.0 | 3.4 | 0 | 3 | 0.6 | 3
Cc1ccccc1NC(=O)Cc1c[nH]c2ccccc12
  -4 | 1.1 | 6 | 4.2 | 0.4 | 1.0* | 2.2 | 1 | -33 | 3.6 | 0
O=C(CC(=O)NC1CCCCC1)N/N=C/c1cccc2ccccc12
  -20 | 0.2 | -4 | 1.4 | 0.3 | -1.1 | 0.5 | 1 | -12 | -1.9 | 1
CCCN(CC1CCCO1)C(=O)CCc1nnc(CCc2ccc(OC)cc2)o1 (stereo not given)
  0 | 1.9 | -2 | 1.0 | 0.7 | -0.7 | -0.1 | 0 | -1 | -0.4 | -1
C[C@H](NC(=O)OCc1ccccc1)P(=O)(O)O
  3 | -1.1 | 1 | / | -1.2 | -0.7 | / | 0 | 0 | -3.9 | 5
O=C(CSC(=S)N1CCOCC1)Nc1ncc2c(n1)CC(c1ccco1)CC2=O (stereo not given)
  -3 | -1.2 | 1 | 1.2 | -0.4 | -1.4 | 0.1 | -2 | 7 | -1.9 | -4
CCC(=O)Nc1c(-c2ccccc2Cl)c(=O)c2ccccc2n1C
  -3 | 0.4 | 2 | -0.1 | -0.3 | -0.8 | 0.6 | -1 | 3 | -2.6 | -4
Cc1ccc2c(c1)c1c3n2CCN(C(=O)CN2CCN(C)CC2)C3CCC1 (stereo not given)
  -5 | -1.6 | 4 | 3.5 | 1.4 | -0.9 | 1.2 | 1 | -2 | -2.3 | -33
c1ccc(COC(CN2CCCCCC2)CN2CCCCCC2)cc1
  -15 | -0.7 | -18 | -1.9 | -0.4 | -1.5 | 0.4 | -3 | -13 | 2.0 | -2
COc1ccc(C)cc1NC(=S)N1CCN(c2ncccn2)CC1
  0 | 4.3 | 4 | 1.4 | 0.4 | -1.4 | 2.1 | -1 | 6 | 0.9 | 6
CN(C)c1ccc(NC(=O)CCN2CCN(c3ccccn3)CC2)cc1
  -5 | -1.5 | -4 | 0.6 | 0.1 | -1.1 | 2.1 | 1 | 8 | -2.4 | -3
O=C(Cc1c(F)cccc1Cl)Nc1ccncc1
  -3 | -3.4 | 7 | -2.3 | -2.1 | -2.1 | -0.9 | -2 | 6 | -1.4 | -2
COC(=O)[C@@]1(Cc2ccc(OC)cc2)[C@H]2c3cc(C(=O)N4CCCC4)n(Cc4ccc(C)o4)c3C[C@H]2CN1C(=O)c1ccccc1
  3 | -2.5 | -1 | / | -0.1 | -1.6 | / | -1 | -19 | -0.9 | 8

The order is random; 6.6% or so of the library scored in one or more.
